Assay outcomes deposited in PubChem BioAssay by several laboratories.
PrPC TRFRET: cell surface PrPC inhibition, primary TR-FRET screen | TR-FRET read-out | inhibition, % at 13.8 µM | 370,000 tested, 0.43% active; in the data active = inhibition above about 24%; note: 0% = median of the test wells and 100% = reference compound wells
TcdB inh: TcdB glycohydrolase inhibition. P18177. 350,000 tested, 0.24% active. inhibition, % at 9.99 µM. TcdB glycohydrolase enzymatic assay, plate reader. AID 652162; in the data active = inhibition above about 10%
BoNT A protease: blocks Botulinum neurotoxin A light chain protease | multiplex microsphere protease substrate cleavage, flow cytometry | inhibition, % at 10 µM | 360,000 tested, 0.17% active | AID 588499; note: plate controls were buffer without enzyme for full effect and enzyme alone for no effect
Anthrax LF prot: anthrax lethal factor protease inhibition | P15917 | multiplex microsphere protease cleavage assay, LF | inhibition, % at 10 µM | 360,000 tested, 0.12% active | AID 588501; note: plate controls were buffer without enzyme for full effect and enzyme alone for no effect
Target sequence (P15917 whole entry, looked up): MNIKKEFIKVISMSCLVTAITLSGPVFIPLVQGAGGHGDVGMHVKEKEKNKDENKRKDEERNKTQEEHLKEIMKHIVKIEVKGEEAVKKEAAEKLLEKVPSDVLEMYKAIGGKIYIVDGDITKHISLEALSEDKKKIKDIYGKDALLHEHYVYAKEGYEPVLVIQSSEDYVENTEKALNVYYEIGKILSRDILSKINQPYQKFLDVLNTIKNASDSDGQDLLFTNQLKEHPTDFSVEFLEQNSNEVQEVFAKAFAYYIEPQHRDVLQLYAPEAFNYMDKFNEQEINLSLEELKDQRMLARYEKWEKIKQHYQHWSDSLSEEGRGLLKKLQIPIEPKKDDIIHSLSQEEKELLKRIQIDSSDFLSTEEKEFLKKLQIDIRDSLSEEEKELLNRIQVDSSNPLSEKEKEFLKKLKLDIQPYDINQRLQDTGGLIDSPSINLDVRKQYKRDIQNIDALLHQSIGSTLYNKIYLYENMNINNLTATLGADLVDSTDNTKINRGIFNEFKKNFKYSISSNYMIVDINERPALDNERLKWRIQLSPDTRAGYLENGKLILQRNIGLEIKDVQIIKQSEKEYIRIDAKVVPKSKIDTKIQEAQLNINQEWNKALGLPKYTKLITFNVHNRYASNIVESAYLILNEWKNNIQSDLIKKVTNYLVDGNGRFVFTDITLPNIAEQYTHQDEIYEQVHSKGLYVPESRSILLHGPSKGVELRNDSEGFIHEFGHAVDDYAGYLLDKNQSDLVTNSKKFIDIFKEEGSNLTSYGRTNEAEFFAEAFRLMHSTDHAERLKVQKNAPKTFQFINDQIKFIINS
PfHsp40 yeast: rescue of PfHsp40-mediated yeast toxicity. S. cerevisiae expressing PfHsp40, growth rescue, ATP luminescence. 340,000 tested, 0.68% active. growth rescue, % at 12.5 µM; in the data active = growth rescue above about 28%, passing the limit was not always enough; inconclusive = no clear call, values can overlap the other calls;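 note: yeast W303a lacking pdr1 and pdr3 grown in galactose medium; growth measured after three days at 30 °C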
BoNT F protease: BoNT F light chain protease inhibition. Multiplex microsphere protease cleavage assay, flow cytometry. inhibition, % at 10 µM. 360,000 tested, 0.22% active; in the data active = inhibition above about 35%, passing the limit was not always enough; inconclusive = no clear call, values can overlap the other calls; note: plate controls were buffer without enzyme for full effect and enzyme alone for no effect
CCHF vOTU inh: blocks the CCHF virus ovarian tumor domain protease; CCHFV vOTU protease, Pep-AMC fluorescence; inhibition, % at 11.5 µM; 370,000 tested, 0.55% active; AID 651958; in the data active = inhibition above about 30%; note: 0% = vehicle wells with enzyme and 100% = no enzyme wells
Yp Topo-I inh: inhibitors of Yersinia pestis topoisomerase I; AID 504884; 360,000 tested, 0.064% active; Y. pestis Topo-I cleavage product accumulation, plate reader; activity, % at 10 µM; in the data active = activity above about 50%, passing the limit was not always enough; inconclusive = no clear call, values can overlap the other calls; note: inactives centre near 2
FadD28 FP inh: blocks FadD28 binding to the bisubstrate probe. inhibition, % at 12.5 µM. fluorescence polarization. 360,000 tested, 0.22% active; in the data active = inhibition above about 8.5%, passing the limit was not always enough; inconclusive = no clear call, values can overlap the other calls
Numbers without * were called inactive; ? = inconclusive; · = not tested or not shown. Cut-off read from the data, not from the text of the source, unless noted: active = inhibition above about 30%; inconclusive = no clear call, values can overlap the other calls; inactive = below that.

SMILES	PrPC TRFRET	TcdB inh	BoNT A protease	Anthrax LF prot	PfHsp40 yeast	BoNT F protease	CCHF vOTU inh	Yp Topo-I inh	FadD28 FP inh
O=C(NCc1ccccc1)c1cccc(COc2ccccc2Cl)c1	-1.8	-0.2	-0.5	-2.2	7.8	-10.6	13.3	29.1	-6.8
Nc1ccc(NC(=O)c2cccs2)cc1	-3.4	3.8	0.1	-8.0	0.1	-2.7	-9.8	-2.7	-2.8
CCOC(=O)C(=CNc1ccc(OC)cc1[N+](=O)[O-])C(=O)OCC	-12.8	1.3	0.0	-2.6	-0.1	-5.9	11.3	-0.1	-1.7
CCc1ccc(NC(=O)C2CCN(S(=O)(=O)c3ccc4c(c3)NC(=O)C(C)S4)CC2)cc1 (configuration not stated)	10.9	-4.2	0.0	1.6	0.1	6.8	18.8	6.4	-5.0
COc1cc(CN=C(C)c2c(O)n(C)c(=O)n(C)c2=O)cc(OC)c1	-2.2	-0.8	0.3	-5.1	0.8	5.7	-12.7	1.9	-1.2
CN1CCCN(C(=O)c2c(F)cccc2Cl)CC1	3.4	-3.5	3.6	-0.2	1.0	?	-2.1	0.5	-1.0
C[C@]12CCC3C(CC[C@H]4C[C@H](O)CC[C@]34C)C1[C@@H](O)C[C@@H]2O (some centres not stated)	7.5	-0.2	0.0	0.6	7.7	-5.8	9.1	-0.3	0.5
CCOC(=O)c1nn(-c2ccccc2)c(=O)c(C#N)c1C	-48.4	2.7	1.0	-1.8	-1.2	2.3	12.6	9.0	0.4
Fc1ccc(N2CCN(c3nc(-c4ccco4)cc(C(F)(F)F)n3)CC2)cc1	-1.8	·	-0.2	-16.4	0.8	12.1	6.6	6.1	-0.9
CONC(=O)c1cc(OCC(F)(F)F)ccc1OCC(F)(F)F	-1.4	·	·	·	-1.4	·	-6.3	14.8	-0.3
CC(=O)c1ccc(NC(=O)CN2c3cccc4cccc(c34)S2(=O)=O)cc1	-5.2	3.1	0.1	-2.1	-0.5	3.1	0.6	7.9	-2.7
CC(=O)Nc1ccc(OCC(O)CNC(C)C)cc1 (configuration not stated)	-1.6	1.3	-1.0	-7.8	-1.0	1.4	1.2	-3.3	-3.4
CCN(C[C@H]1N[C@@](CC)(C(=O)OC)[C@H]2C(=O)N(C)C(=O)[C@@H]12)C(=O)c1ccc(F)cc1	4.0	1.5	0.1	-0.9	1.0	-3.6	1.9	6.0	2.1
COc1ccc(OC)c(/C=C/c2[nH]c(=O)[nH]c(=O)c2[N+](=O)[O-])c1	-4.2	1.8	-1.5	10.4	0.5	?	4.0	9.9	0.6
O=S(=O)(c1ccc2c(c1)CCCN2)N1CCCCC1	-0.2	0.1	0.3	-6.5	-1.8	7.6	-8.2	3.1	-2.7
CCNc1nn2ccccc2c1/C=C(\C#N)C(=O)OCC	-23.4	-0.7	-1.7	-2.9	-2.2	2.0	-3.6	-6.8	0.6
CCOC(=O)C(C)n1cnc2sc3c(c2c1=O)CCC3 (configuration not stated)	8.1	·	1.8	2.5	-0.2	0.6	-1.7	1.1	-1.3
COc1ccc(C(C[N+](=O)[O-])c2c(C)[nH]c3ccccc23)cc1OC (configuration not stated)	3.7	·	0.7	-0.5	-0.4	3.9	-11.6	1.0	-4.6
Cc1cccc(OCCCC(=O)NCCc2ccccc2)c1	3.0	-0.5	-1.0	2.8	-0.1	-15.2	6.6	4.8	-0.1
Cc1cn([C@H]2C[C@H](O)[C@@H](/C=C/C(=O)NCc3ccc(N(C)C)cc3)O2)c(=O)[nH]c1=O	-6.3	-4.3	0.7	-8.7	·	-1.7	1.7	·	-1.9
CC(=O)c1ccc(N2CCN(C(=O)C3CCC3)CC2)cc1	-4.6	·	-1.4	-1.5	1.5	-17.5	7.4	-3.1	-0.2
Cc1ccccc1C(=O)N1CCC(C(=O)Nc2cccc(S(=O)(=O)N3CCCCC3)c2)CC1	11.8	3.1	-0.5	-2.3	0.3	-10.5	-3.0	-8.6	1.0
O=C1[C@H]2[C@@H](c3ccccc3)N[C@]3(CCCN(CC4CCCCC4)C3=O)[C@H]2C(=O)N1Cc1ccccc1	7.5	0.2	-0.9	-5.9	·	-7.1	-1.9	28.9	-2.7
COc1cccc(Nc2nc(C(N)Cc3ccccc3)cs2)n1 (configuration not stated)	3.3	0.2	-0.3	-10.2	·	-18.4	-4.4	-15.9	-2.8
O=C(Nc1cc(C(=O)N2CCOCC2)ccc1N1CCCC1)c1cccs1	-11.0	-2.0	0.3	-6.8	0.1	-1.9	16.3	-2.4	-3.2
CC/C(=N/NC(=O)c1ccc(Br)cc1)c1ccc(OCCN2CCOCC2)cc1	5.4	-4.2	0.1	-2.6	-0.2	-5.5	12.3	-2.9	0.9
CCN(CC)C(=O)Cc1cn(C)c2ccccc12	7.1	-0.3	0.6	-0.4	0.2	-0.6	13.0	-1.1	-2.2
CCC(=O)NCc1csc(-c2cccs2)n1	-12.4	1.3	-0.7	7.8	1.6	?	-20.9	3.1	-1.6
Cc1ccc(NC(=O)c2nccnc2C(=O)O)cc1C	-7.0	-0.5	-0.5	1.5	1.8	-1.2	-3.6	0.3	-2.5
CC(=O)N(CCS(=O)(=O)c1ccc(Cl)cc1)Cc1cccs1	0.5	1.6	-1.3	-8.8	-1.3	-10.5	-0.9	3.7	-1.2

Entries of single compounds as entered above.
CC(=O)N(CCS(=O)(=O)c1ccc(Cl)cc1)Cc1cccs1 is listed as PrPC TRFRET: 0.5; TcdB inh: 1.6; BoNT A protease: -1.3; Anthrax LF prot: -8.8; PfHsp40 yeast: -1.3; BoNT F protease: -10.5; CCHF vOTU inh: -0.9; Yp Topo-I inh: 3.7; FadD28 FP inh: -1.2
CC(=O)c1ccc(N2CCN(C(=O)C3CCC3)CC2)cc1 is listed as PrPC TRFRET: -4.6; TcdB inh: ·; BoNT A protease: -1.4; Anthrax LF prot: -1.5; PfHsp40 yeast: 1.5; BoNT F protease: -17.5; CCHF vOTU inh: 7.4; Yp Topo-I inh: -3.1; FadD28 FP inh: -0.2

Remaining list, next part
SMILES	PrPC TRFRET	TcdB inh	BoNT A protease	Anthrax LF prot	PfHsp40 yeast	BoNT F protease	CCHF vOTU inh	Yp Topo-I inh	FadD28 FP inh
CN(C)S(=O)(=O)c1ccc2c(c1)/C(=C/c1cc3c([nH]1)CCCC3)C(=O)N2	-1.6	0.9	0.0	-10.8	-1.3	-3.2	-4.1	-3.0	-0.6
C=CCn1c(=O)/c(=C/c2ccc(Cl)cc2)s/c1=C(\C#N)c1nnc2n1CCCCC2	-3.3	2.9	0.4	0.1	0.1	-3.6	-10.9	13.5	-1.1
C1CCC(NC2=NCCO2)CC1	-0.3	0.8	0.3	1.5	·	-8.2	12.1	4.4	0.6
CCCCNC(=O)c1cc(-c2ccc(F)cc2)on1	8.6	·	-0.3	-4.5	-0.4	-4.0	19.0	15.2	-1.1
CCOC(=O)C(=CNc1cccc(C)c1C)C(=O)OCC	3.6	0.7	0.1	-3.5	0.1	-1.0	-0.1	4.4	-3.0
Cc1ccc(S(=O)(=O)CCC(=O)OCC(=O)Nc2cc(F)ccc2C)cc1	-3.1	-0.2	2.8	-1.4	0.2	9.0	-1.7	-13.5	0.6
O=C(COc1ccccc1F)NNC(=O)c1ccc(N2CCCCC2)c([N+](=O)[O-])c1	-26.4	·	-0.3	0.0	1.0	0.4	13.5	2.5	-2.7
CCS(=O)(=O)NCc1cn2ccsc2n1	-0.8	·	·	·	4.4	·	2.4	-6.0	-0.2
CC1CC(C)CN(c2ncnc3c2cnn3C)C1 (configuration not stated)	9.6	1.7	0.4	-4.3	-1.3	-1.5	-7.9	8.4	1.1
NCC12CC3CC(C1)CC(c1ccc(Br)cc1)(C3)C2	-18.4	0.9	-2.9	-23.0	2.3	-18.5	-15.0	-8.5	-4.5
Cc1cccc(NC(=O)CSc2nc(=O)n(CCCN3CCOCC3)c3c2CCCC3)c1C	-4.1	5.0	-0.4	-4.8	·	-1.8	6.0	9.1	-4.9
O=C(c1ccc(C(F)(F)F)cc1)N1CCC(=O)N([C@H](COCc2ccc(C(F)(F)F)cc2)Cc2ccccc2)CC1	16.2	-0.8	0.3	8.7	·	8.0	33.7*	·	·
CCSC1C(=O)N(C)C(SCC)C(=O)N1C (configuration not stated)	-7.3	1.0	0.2	0.2	·	-1.1	5.8	3.2	-1.2
CC(=O)c1cccc(NC(=O)COc2ccc(S(=O)(=O)N3CCOCC3)cc2)c1	-1.5	-5.8	0.3	-2.9	-0.6	-3.8	2.2	0.3	-1.4
Clc1ccc(OCc2nnc(-c3ccccc3Br)o2)cc1	7.8	·	0.2	-6.2	1.4	-0.5	10.4	3.3	-1.4
CC(C)c1nnc(NC(=O)CSc2nc3ccccc3[nH]2)s1	10.1	-1.5	-0.2	-7.0	-0.5	-6.3	-3.7	2.2	-4.1
CC(OC(=O)Nc1ccccc1)C(=O)OC1CCCCC1 (configuration not stated)	-7.6	7.5	-0.1	-7.4	0.0	-2.1	5.7	6.7	-1.7
CC(=C/c1ccccc1)/C=N/n1c(-c2ccncc2)n[nH]c1=S	0.8	1.8	-0.8	-1.6	7.4	-5.5	12.0	-3.7	-1.0
Cc1ccc(OCC(=O)NC2CCCCCC2)cc1C	5.9	1.0	0.3	-7.4	0.8	8.2	13.8	29.4	-3.0
O=C(COC(=O)c1ccccc1)NCCC1=CCCCC1	-2.2	1.6	-0.1	-3.0	0.2	0.3	13.9	1.0	-2.1
O=C(NCCSc1c[nH]c2ccccc12)c1c(F)cccc1F	-4.7	0.8	-0.2	-7.4	-1.8	-4.7	4.3	3.5	-2.4
CCSc1nnc(NC(=O)c2ccc(C)o2)s1	-8.4	·	0.4	2.8	-0.5	2.2	3.5	-3.9	-3.9
Fc1ccc2c(c1)nnn2C1CCN(Cc2nnnn2CCc2ccccc2)CC1	2.2	·	0.1	6.3	0.1	-7.9	-7.8	-2.5	-3.0
CCOC(=O)Nc1sc(C(=O)N(C)C)c(C)c1C(=O)OCC	-0.3	·	-0.5	-2.5	0.3	-9.2	21.3	1.2	-2.2
COc1ccc(S(=O)(=O)NCC(c2ccco2)N2CCOCC2)cc1 (configuration not stated)	-0.5	1.3	1.1	-1.5	-1.1	7.5	1.4	-3.9	0.9
COc1cccc(N2CCN(S(=O)(=O)c3ccc(-c4cnc(C5CC5)o4)cc3)CC2)c1	2.6	0.9	0.1	2.1	1.0	-0.3	1.3	14.7	-0.3
CN(CC(=O)Nc1ccc(Cl)c(Cl)c1)C(=O)CNC(=O)Cc1ccccc1	1.4	1.4	-4.3	-8.8	0.7	-9.6	10.4	15.9	0.7
COC(=O)[C@]12CCCCC=C1N(Cc1ccccc1)C(=O)[C@H](CC(=O)N1CCC(c3ccccc3)CC1)C2	11.2	-2.7	0.5	5.5	·	3.7	6.8	·	·
O=[N+]([O-])c1ccccc1OCCCNCc1ccccc1	-14.7	1.6	1.8	-0.5	-0.3	-4.8	2.5	1.8	-3.9
O=C(/C=C/c1cccs1)Nc1nccs1	-15.7	0.9	-0.2	-3.5	0.7	1.2	24.9	4.7	-0.4
COC(=O)c1ccc(N2CCOCC2)c(NC(=O)c2ccc(Br)o2)c1	0.4	1.1	-0.6	-2.4	0.8	0.9	-0.5	-2.4	-1.9
COC(=O)c1sccc1NC(=O)CSc1nnnn1-c1ccccc1C	4.9	·	0.4	4.5	-1.2	8.6	-1.8	5.7	-0.6
CCCNC(=O)c1ccccc1NC(=O)c1ccc2c(c1)NC(=O)C(C)S2 (configuration not stated)	6.0	-1.2	1.8	4.2	1.3	4.7	20.9	19.5	-6.5
Cc1cc(C)c(C#N)c(SCC(=O)Nc2ccccc2C)n1	7.2	1.1	0.6	-6.0	-1.3	-2.9	-14.5	-9.2	-3.8
CCOc1ccc(NC(=O)CN(C)C(=O)C(C)N2C(=O)c3ccccc3C2=O)cc1OCC (configuration not stated)	1.6	0.6	0.0	3.4	-0.3	1.6	8.1	-12.1	-4.0
Nc1nc(Cl)nc2ncn(Cc3ccccc3)c12	8.2	0.2	-1.3	-9.0	0.5	-17.1	-15.3	4.0	0.4

An excerpt from above, reduced to BoNT F protease, FadD28 FP inh and TcdB inh:
Structure,BoNT F protease,FadD28 FP inh,TcdB inh
Cc1cc(C)c(C#N)c(SCC(=O)Nc2ccccc2C)n1,-2.9,-3.8,1.1
CCOc1ccc(NC(=O)CN(C)C(=O)C(C)N2C(=O)c3ccccc3C2=O)cc1OCC (configuration not stated),1.6,-4.0,0.6
